# Mito fusion yeast – qHTS Assay for Small Molecule Inhibitors of Mitochondrial Division or Activators of Mitochondrial Fusion; actives 0.23% (n = 320,000); S. cerevisiae fusion-defective mutant growth rescue, CellTiterGlo 48 h; Potency, µM (doses to about 46.1 µM), for inactives: at the highest dose growth rescue (activation), hits mostly activators;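 further: potency means the concentration at half of the fitted maximal effect; % of control where 0% means no effect; nearly all actives have a fitted effect of over 45% in size; temperature-sensitive fusion mutants such as fzo1-1 at 37 °C on non-fermentable ethanol glycerol medium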
#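 S. cerevisiae fusion-defective temperature-sensitive mutants (e.g. fzo1-1, mgm1-5) grown 48 h at 37C in YPEG (ethanol/glycerol non-fermentable) medium with 23 nl compound per well; growth rescue read as CellTiterGlo luminescence.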
# S-ASM inh – Inhibitors of Secretory Acid Sphingomyelinase (S-ASM): qHTS. Sphingomyelin phosphodiesterase (Homo sapiens), P17405. placental ASM, HMU-PC fluorogenic substrate, 60 min. Potency, µM (doses to about 57.5 µM), inactives show at the top dose activity change, negative = inhibition, usual class: inhibitors. actives 0.006% (n = 340,000). AID 504937, 2011; further: potency means the concentration at half of the fitted maximal effect
#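 Fluorescence read-out (Ex 386 nm, Em 447 nm) after stopping the reaction at pH 10. Enzyme: ASM from human placenta; substrate HMU-PC0, 9 uM final; 60 min, 37 °C. Compound preincubation 10 min, ambient temperature.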
# Menin MLL FP TR – qHTS Assay for Inhibitors Targeting the Menin-MLL Interaction in MLL Related Leukemias: Competition With Texas Red Labeled MLL-derived Mutant Peptide; O00255; Menin + Texas Red MLL mutant peptide, fluorescence polarization; Potency, µM (series often up to 61.6 µM), inactives show top-dose FP activity change, negative = inhibition, actives largely listed as inhibitors; actives 0.23% (n = 270,000); active means well fitted inhibition curve with a large enough effect in the polarisation, with a control signal flat, not every such curve was filed as active; inconclusive means small, poorly fitted or top-dose-only effect, or effect the other way, or a change in a side signal; inactive means no such curve, though single readings can be large or run the other way; the % refers to the polarisation; further: potency means the concentration at half of the fitted maximal effect; % of control where 0% means no effect; many of its hits are not listed in these tables
# PKM2 act – qHTS Assay for Activators of Human Muscle isoform 2 Pyruvate Kinase; Potency, µM (highest dose often 57.5 µM), inactives show at the highest dose activation, usual class: activators; purified PKM2, Kinase-Glo ATP luminescence, activation; response scale: 0% is enzyme alone, no compound; actives 0.34% (n = 260,000); Pyruvate kinase PKM (Homo sapiens), P14618; further: potency means the concentration at half of the fitted maximal effect; on the % scale 0 is the no-effect control and ±100 the full control effect; nearly all actives have a fitted effect of over 55% in size
#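 Kinase-Glo luminescence reports ATP generated from ADP (0.1 mM) and PEP (0.5 mM) by purified hPK-M2 after 1 h at room temperature, pH 7.2 imidazole buffer; intermediate enzyme activity allows detecting inhibitors and activators.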
# KCNH2 WT inh – qHTS for Inhibitors of KCHN2 3.1: Wildtype qHTS; activity change, % at 1.84 µM; U2OS, BacMam KCNH2, thallium flux FluxOr; active compounds read low; actives 0.37% (n = 340,000); Voltage-gated inwardly rectifying potassium channel KCNH2 (Homo sapiens), Q12809; AID 720551, 2013;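 active means maximum activity change below -70%; inconclusive means maximum activity change between -70% and -50%; inactive means maximum activity change above -50%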; further: on the % scale 0 is the no-effect control and ±100 the full control effect
#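 U2OS cells were transduced with wild-type KCNH2 virus (2.03 x 10^8 / mL) for 4 h at room temperature, then cultured overnight at 37 C. Thallium flux was read with FluxOr dye. Rate constants were normalized to DMSO controls.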
# GALK inhibitor – qHTS Assay for Inhibitors of Human Galactokinase (GALK); AID 1868, 2009; actives 0.007% (n = 270,000); Purified GALK, Kinase-Glo residual ATP luminescence; P51570; Potency, µM (doses to about 57.5 µM), inactives show at the highest dose activity change, negative = inhibition, hits mostly inhibitors; further: potency means the concentration at half of the fitted maximal effect; on the % scale 0 is the no-effect control and ±100 the full control effect
#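 Kinase-Glo Plus luminescence measured ATP left after a 1 h room-temperature reaction. The reaction used 5 nM GALK, 100 uM galactose and 35 uM ATP at pH 8.0 (20 mM HEPES, 5 mM MgCl2, 60 mM NaCl, 1 mM DTT, 0.01% BSA).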
# BCR signal inh – qHTS Assay to Find Inhibitors of Chronic Active B-Cell Receptor Signaling. actives 0.05% (n = 340,000). Potency, µM (doses to about 46.1 µM), for the others: at the top dose ratio change, negative = lower green/red ratio, usual class: inhibitors. ABC-DLBCL IkBa-CBG/CBR reporter, luminescence ratio, 4 h; active means well fitted inhibition curve with a large enough effect in the signal ratio, with a control signal flat, not every such curve was filed as active; inconclusive means small, poorly fitted or top-dose-only effect, or effect the other way, or a change in a side signal; the % refers to the signal ratio;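 further: potency means the concentration at half of the fitted maximal effect; plate controls were basal doxycycline-induced cells for no effect and cells given 10 µM MG132 for full effect; MG132 reads +100%, hits lower the ratio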
#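 TMD8 human ABC-DLBCL cells with doxycycline-inducible IκBα–green luciferase fusion and unfused red luciferase, in 0.5% FBS medium; compounds up to 46 uM, 4 h at 37C. Green/red luminescence ratio, filter-overlap corrected, fitted to concentration-response curves.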
# TSHR antag – Antagonists of the Thyroid Stimulating Hormone Receptor: HTS campaign | Thyrotropin receptor (Homo sapiens), P16473 | activity change, negative = inhibition, % at 11.5 µM | actives 0.2% (n = 330,000) | TSHR-expressing cells, TSH-stimulated cAMP HTRF, 2 h; active compounds read low;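 active means activity change below a set negative limit, meaning inhibition stronger than a set level, cut at about -70% in these data; inconclusive means activity change between two set negative limits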; further: on the % scale 0 is the no-effect control and ±100 the full control effect
# Target sequence (P16473 whole entry, looked up): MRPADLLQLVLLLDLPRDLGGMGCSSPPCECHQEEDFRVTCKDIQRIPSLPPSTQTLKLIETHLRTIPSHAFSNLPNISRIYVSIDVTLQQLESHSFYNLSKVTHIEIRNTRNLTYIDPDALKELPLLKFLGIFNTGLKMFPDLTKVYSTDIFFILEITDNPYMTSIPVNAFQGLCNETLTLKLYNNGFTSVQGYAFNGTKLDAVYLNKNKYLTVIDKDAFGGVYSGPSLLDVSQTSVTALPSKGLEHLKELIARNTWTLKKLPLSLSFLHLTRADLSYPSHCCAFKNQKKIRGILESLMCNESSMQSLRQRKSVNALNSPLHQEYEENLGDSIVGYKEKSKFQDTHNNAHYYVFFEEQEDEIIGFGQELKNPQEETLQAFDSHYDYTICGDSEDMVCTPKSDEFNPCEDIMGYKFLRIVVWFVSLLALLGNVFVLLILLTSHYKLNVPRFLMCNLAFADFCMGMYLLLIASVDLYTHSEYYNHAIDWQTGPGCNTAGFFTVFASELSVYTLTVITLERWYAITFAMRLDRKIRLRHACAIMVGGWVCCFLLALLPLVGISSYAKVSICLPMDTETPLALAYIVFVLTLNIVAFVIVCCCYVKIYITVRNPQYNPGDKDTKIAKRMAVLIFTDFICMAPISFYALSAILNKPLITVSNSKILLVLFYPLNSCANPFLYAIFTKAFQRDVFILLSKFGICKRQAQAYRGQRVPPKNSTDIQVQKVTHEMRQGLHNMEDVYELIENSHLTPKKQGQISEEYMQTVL
#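 Competitive HTRF cAMP read-out (cryptate anti-cAMP antibody, cAMP-d2; 30 min, room temperature) in freshly harvested TSHR cells. Compounds added before TSH at EC80 (4nM final), followed by 2 hours' incubation at 37 deg C.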
# MBNL1-CUG inh – qHTS Assay for Inhibitors of MBNL1-poly(CUG) RNA binding; TR-FRET MBNL1-His/biotin-(CUG)12 binding, 665/545 ratio; Muscleblind-like protein 1 (Homo sapiens), Q9NR56; Potency, µM (series often up to 57.5 µM), inactives show at the highest dose activity change, negative = inhibition, most hits filed as inhibitors; AID 2675, 2010; actives 0.036% (n = 280,000); active means well fitted inhibition curve with a large enough effect in the signal ratio, with a control signal flat, not every such curve was filed as active; inconclusive means small, poorly fitted or top-dose-only effect, or effect the other way, or a change in a side signal; inactive means no such curve, though single readings can be large or run the other way; the % refers to the signal ratio; further: potency means the concentration at half of the fitted maximal effect; on the % scale 0 is the no-effect control and ±100 the full control effect
#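 Inhibition of protein-RNA binding appears as loss of TR-FRET between terbium anti-His antibody on MBNL1-His and streptavidin-XL665 on biotin-(CUG)12. Activity is normalized to buffer-only and uninhibited-complex controls.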
# Eya2 inh – qHTS Assay for Inhibitors of the Phosphatase Activity of Eya2. Protein phosphatase EYA2 (Homo sapiens), O00167. recombinant Eya2, OMFP fluorescence dephosphorylation (OMFP is methylfluorescein phosphate). Potency, µM (series often up to 76.9 µM), for inactives: top-dose activity, negative = inhibition, usual class: inhibitors. actives 0.006% (n = 330,000); further: potency means the concentration at half of the fitted maximal effect; on the % scale 0 is the no-effect control and ±100 the full control effect
#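 Eya2 protein (added as 0.2 uM solution) was preincubated with compound for 10 min at ambient temperature in 50 mM HEPES pH 7.5, 50 mM NaCl, 5 uM MgCl2, 0.05% BSA, 1 mM DTT. OMFP (added at 50 uM) then reacted 10 min; fluorescence read at 485/525 nm.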
# USP2a inh – qHTS Assay for Inhibitors of Ubiquitin-specific Protease USP2a Using CHOP2 as the Reporter. Ubiquitin carboxyl-terminal hydrolase 2 (Homo sapiens), O75604. USP2 core, Ub-CHOP2 coupled fluorogenic reporter, 485/531. Potency, µM (series often up to 38.3 µM), inactives show at the top dose activity change, negative = inhibition, actives largely listed as inhibitors. actives 0.01% (n = 330,000). AID 463254, 2010;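 further: potency means the concentration at half of the fitted maximal effect; plate controls were DMSO wells for no effect and full inhibition by NEM control for full effect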
#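 Deubiquitinase activity read as fluorescence (485/531 nm) after Ub-CHOP2 cleavage activates the enterokinase reporter on its substrate; USP2 core 10nM, Ub-CHOP2 and substrate 25nM each, 30min compound preincubation then 60min RT; data normalized to NEM, curves fitted.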
# * = called active by the depositor; ? = inconclusive; . = no result given; [ ] = another dose, or the depositor's remark. Unless noted, the call rests on the fitted dose curve; in most records, active means well fitted curve in the direction sought with a large enough effect; inconclusive means small, poorly fitted or top-dose-only effect, or another doubt; inactive means no such curve, though single readings can be large; an effect the other way counts as inactive or inconclusive. These rows are one share of the data; count on the stated rates, not on these rows.
SMILES,Mito fusion yeast,S-ASM inh,Menin MLL FP TR,PKM2 act,KCNH2 WT inh,GALK inhibitor,BCR signal inh,TSHR antag,MBNL1-CUG inh,Eya2 inh,USP2a inh
COC(=O)CNC(=O)CN1C(=O)N(c2ccccc2)C(N(O)C(=O)Nc2ccccc2)C1(C)C (stereo not drawn),0%,1%,-41%,2%,1,-1%,4%,28,-29%,-1%,12%
CCOC(=O)C1=C(c2ccccc2)N=c2s/c(=C\c3cc(OC)c(OC)c(OC)c3)c(=O)n2C1c1cccs1 (stereo not drawn),-2%,-6%,-31%,4%,?,-2%,?,50,-20%,4%,4%
COc1ccccc1OCC(=O)O/N=C(\N)c1ccccn1,6%,5%,.,-1%,1,-3%,?,-10,-12%,0%,0%
COc1cc2c(cc1OC)CN(C(=O)/C=C/c1ccc(F)cc1)CC2,7%,-3%,?,5%,-3,9%,-10%,-5,3%,3%,2%
CCN(CC(=O)Nc1c(F)cccc1F)C(=O)CCNC(=O)c1ccco1,1%,1%,.,.,49,.,-5%,-5,.,?,-2%
COc1ccc(C(=O)N2CCC(=O)N(C(CO)Cc3ccccc3)CC2)cc1 (stereo not drawn),1%,9%,1%,0%,-11,.,2%,-6,8%,-2%,-4%
NNC(=O)c1cccc(COc2ccc(Br)cc2)c1,-20%,-7%,17%,2%,-1,0%,?,-1,?,-6%,0%
COC(=O)c1sccc1NC(=O)/C=C/C(=O)O,-2%,-1%,-2%,1%,-5,0%,9%,-9,-6%,-9%,-1%
CCCCN(C)C(=O)C1CCN(Cc2cccc(OCc3ccccc3)c2)CC1,-3%,-3%,?,2%[11.5 µM],17,6%,-14%,-1,-2%,-4%,1%
O=C(Cc1ccc(Br)cc1)N1CCOCC1,3%,3%,3%,1%,-5,-8%,-2%,?,-4%,-12%,0%
O=C(CN1CCOCC1)Nc1scc2c1c(=O)oc1ccccc12,-5%,4%,.,-9%,-4,5%,1%,11,4%,1%,-1%
O=c1[nH]n(-c2ccc(Cl)cc2)c(=O)c(Cl)c1Cl,2%,-2%,?,3%,-13,3%,?,13,?,-9%,-4%
CCOc1ccc(-n2c(SCC(=O)Nc3nccs3)nnc2-c2ccoc2C)cc1,2%,-3%,.,5%,-4,-2%,-1%,-5,2%,4%,-3%
CSc1ccc(S(=O)(=O)N2CCC(C(=O)Nc3ccccc3C(F)(F)F)CC2)cc1,?,-3%,?,5%,-1,0%,8%,-3,4%,-11%,2%
O=C(COc1ccc(Cl)cc1)NNC(=O)C(=O)N1CCCCC1,2%,4%,-7%,-8%,0,0%,5%,25,0%,15%,1%
CC1CC(C)CN(C(=O)CSc2nc3ccsc3c(=O)n2Cc2ccccn2)C1 (stereo not drawn),8%,-2%,-23%,3%,12,-1%,6%,-5,-4%,-22%,0%
CN(C)c1ccc(/C=N/Nc2cc(N3CCOCC3)nc(N3CCOCC3)n2)cc1,0%,231%[activator],?,12%,-4,4%,-8%,-4,-6%,-4%,0%
CC1(C)CCN(Cc2ccccc2)C1CC#N (stereo not drawn),3%,-1%,-5%,-2%,-2,10%,-1%,0,-2%,-7%,-12%
COC(=O)c1[nH]c2ccc(F)cc2c1NC(=O)CCN1CCN(Cc2ccc3c(c2)OCO3)CC1,2%,2%,1%,-5%,7,3%,?,-11,4%,-6%,10%
CCOc1ccc(CCNC(=O)C(C)n2nc(C)n3c(cc4occc43)c2=O)cc1OCC (stereo not drawn),0%,3%,3%,4%,3,0%,3%,17,3%,-5%,1%
Cc1ccnc(NC(=O)CCC(=O)N(CC(=O)NC2CCCCC2)Cc2cccs2)c1,0%,1%,-9%,-1%,5,2%,-3%,-4,.,2%,-1%
CC(NC(=O)c1cc2ccccc2oc1=O)c1ccc(O)cc1 (stereo not drawn),18%,-1%,21%,.,3,.,?,0,?,-7%,0%
Cc1ccc2c(CN3CC(C)CC(C)C3)cc(=O)oc2c1C (stereo not drawn),7%,0%,?,.,-12,0%,0%,4,-1%,-5%,6%
Nc1nc(N)c(Cc2ccc(Cl)cc2Cl)c(N)n1,-13%,1%,10%,5%,-6,0%,2%,2,-3%,-9%,0%
COc1ccc2c(c1)CCc1c(C(=O)NCc3ccc(Cl)cc3)noc1-2,-5%,-7%,-24%,-1%,12,3%,-20%,-10,-16%,-14%,2%
O=C1CC2(CCCCC2)Oc2ccc(OCC(=O)N3CCOCC3)cc21,2%,411%[activator],12%,-6%,-5,2%,-12%,-6,9%,11%,-6%
O=C(CSc1nc2ccccc2c(=O)n1CCCN1CCOCC1)Nc1ccc2c(c1)OCO2,-4%,4%,-30%,1%,6,-1%,0%,-10,-8%,1%,4%
CCCSc1nc(C)c2cc(C)cc(C)c2n1,0%,-7%,-2%,14%,7,2%,?,10,-11%,-4%,-1%
CCC(=O)Nc1nnc(-c2ccco2)o1,-1%,10%,6%,-20%,0,4%,?,8,4%,-3%,0%
CC1CN(S(=O)(=O)c2ccc(NC(=O)CCN3C(=O)c4ccccc4C3=O)cc2)CC(C)O1 (stereo not drawn),1%,-3%,21%,-8%,0,0%,0%,5,3%,-16%,-2%
COc1cc(CC(=O)Nc2nc(-c3ccc(F)c(F)c3)cs2)cc(OC)c1OC,5%,-11%,40%[activator],-6%,2,-4%,8%,-50,-2%,-6%,-2%
CC(C)(C)[C@@H]1CCC(=O)N(CC[C@H](N=[N+]=[N-])c2ccccc2)CC1,13%,4%,-4%,-14%,.,.,?,15,-13%,-8%,-6%
CC[n+]1c(C)n(-c2ccccc2)c2ccc(NC(C)=O)cc21,-2%,7%,2%,2%,21,1%,-2%,-4,.,-7%,2%
CCOc1ccc(S(=O)(=O)NCc2ccccc2Cl)cc1C(N)=O,1%,-2%,2%,-9%,-5,2%,-16%,11,-10%,-10%,-3%

# Ordered by heavy-atom count (smallest number first): part of the list above
SMILES,Mito fusion yeast,S-ASM inh,Menin MLL FP TR,PKM2 act,KCNH2 WT inh,GALK inhibitor,BCR signal inh,TSHR antag,MBNL1-CUG inh,Eya2 inh,USP2a inh
O=c1[nH]n(-c2ccc(Cl)cc2)c(=O)c(Cl)c1Cl,2%,-2%,?,3%,-13,3%,?,13,?,-9%,-4%
CC(C)(C)[C@@H]1CCC(=O)N(CC[C@H](N=[N+]=[N-])c2ccccc2)CC1,13%,4%,-4%,-14%,.,.,?,15,-13%,-8%,-6%
COc1cc2c(cc1OC)CN(C(=O)/C=C/c1ccc(F)cc1)CC2,7%,-3%,?,5%,-3,9%,-10%,-5,3%,3%,2%
CCCCN(C)C(=O)C1CCN(Cc2cccc(OCc3ccccc3)c2)CC1,-3%,-3%,?,2%[11.5 µM],17,6%,-14%,-1,-2%,-4%,1%

# Compound activity (PubChem BioAssay)
